Bioassay records as filed in PubChem BioAssay.
Rab9 prom act = qHTS Assay for Rab9 Promoter Activators | Potency, µM (highest dose often 9.22 µM), inactives show at the top dose activation, negative = inhibition, actives largely listed as activators | 2.8% of 320,000 active | AID 485297, 2010 | Huh7 Rab9 promoter-luciferase reporter, luminescence, 24 h; note: potency is the fitted concentration of half-maximal effect; % of control where 0% means no effect; nearly all actives have a fitted effect of over 60% in size
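Luminescence from Amplite-detected luciferase (10 minutes, ambient) reports Rab9 promoter activation. Before that, stable Rab9-luciferase Huh7 cells (1500/well, reduced-serum OP-MEM I plus 10% FBS) were exposed to compound for 24 hours at 37C.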
VP16 counter = VP16 counterscreen qHTS for inhibitors of ROR gamma transcriptional activity. Drosophila S2 Gal4-VP16 UAS-luciferase, luminescence, 20 h. Potency, µM (series often up to 53.6 µM), for the others: at the highest dose activity, negative = inhibition, hits mostly inhibitors. 3.5% of 310,000 active;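 note: Gal4-VP16 expression switched on by copper sulfate through the metallothionein promoter; potency is the fitted concentration of half-maximal effect; % is set by controls: 0 for no effect and ±100 for the full control effect; nearly all actives have a fitted effect of over 50% in size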
p53 reactivation = qHTS assay for re-activators of p53 using a Luc reporter. H1299 p53-A138V BP100-luciferase reporter, luminescence, 24 h. Potency, µM (doses to about 92.2 µM), for the others: top-dose activity change, positive = activation, hits mostly activators. 0.063% of 320,000 active; note: potency is the fitted concentration of half-maximal effect; % of control where 0% means no effect; nearly all actives have a fitted effect of over 45% in size
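H1299 (p53-null), stable ts p53-A138V + BP100-Luc; 1000 cells/well, Opti-MEM/10% FBS; cpd 4 pt, 1:5; 24 h, 37 deg C, 5% CO2; detection reagent 10 min RT; luminescence.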
BRCA1 expr act = qHTS Assay to Identify Small Molecule Activators of BRCA1 Expression | 1.1% of 380,000 active | AID 624202, 2012 | Potency, µM (top dose mostly 46.1 µM), without a hit: at the top dose activation, hits mostly activators | MCF7-BRCA1-FFLuc reporter, luminescence, 48 h; response scale: scaled: vehicle 0%, 10 µM genistein 100%; note: potency is the fitted concentration of half-maximal effect; nearly all actives have a fitted effect of over 80% in size; some results filed as inactive show a strong effect at the top dose
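Reporter cells (MCF7, BRCA1 promoter-firefly luciferase) received library compounds across a concentration series for 48 h. End-point luminescence was measured and concentration-effect curves derived after normalization.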
TRPV1 ag = HTS Assay for Compounds that Act as Agonists of the Vanilloid Receptor 1; Transient receptor potential cation channel subfamily V member 1 (Homo sapiens), Q8NER1; activation, % at 8.33 µM; 0.19% of 320,000 active; AID 540275, 2011; TRPV1-expressing cells, Fluo-8 calcium influx, agonist mode; in the data active = activation above about 80%; inconclusive = between about 30% and that limit; note: 0% is about no effect
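Cells expressing TRPV1 were dye-loaded with Fluo-8 and read kinetically: 10 s baseline, 3 min after compound (agonist portion), then 2 min after EC20 capsaicin (allosteric enhancer portion). Calcium-bound dye fluorescence at 480/520 nm.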
FLuc modulator = qHTS profiling assay for firefly luciferase inhibitor/activator using purifed enzyme and Km concentrations of substrates (counterscreen for miR-21 project) | Potency, µM (titrated, usually from 57.5 µM), inactives show at the highest dose activity change, negative = inhibition, hits mostly inhibitors | AID 588342, 2011 | purified FLuc, Km substrates, luminescence inhibition | 6.9% of 360,000 active | Luciferin 4-monooxygenase (Photinus pyralis), P08659;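 note: potency is the fitted concentration of half-maximal effect; plate controls were vehicle for no effect and reference inhibitor for full effect; nearly all actives have a fitted effect of over 55% in size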
Target sequence (P08659 whole entry, looked up): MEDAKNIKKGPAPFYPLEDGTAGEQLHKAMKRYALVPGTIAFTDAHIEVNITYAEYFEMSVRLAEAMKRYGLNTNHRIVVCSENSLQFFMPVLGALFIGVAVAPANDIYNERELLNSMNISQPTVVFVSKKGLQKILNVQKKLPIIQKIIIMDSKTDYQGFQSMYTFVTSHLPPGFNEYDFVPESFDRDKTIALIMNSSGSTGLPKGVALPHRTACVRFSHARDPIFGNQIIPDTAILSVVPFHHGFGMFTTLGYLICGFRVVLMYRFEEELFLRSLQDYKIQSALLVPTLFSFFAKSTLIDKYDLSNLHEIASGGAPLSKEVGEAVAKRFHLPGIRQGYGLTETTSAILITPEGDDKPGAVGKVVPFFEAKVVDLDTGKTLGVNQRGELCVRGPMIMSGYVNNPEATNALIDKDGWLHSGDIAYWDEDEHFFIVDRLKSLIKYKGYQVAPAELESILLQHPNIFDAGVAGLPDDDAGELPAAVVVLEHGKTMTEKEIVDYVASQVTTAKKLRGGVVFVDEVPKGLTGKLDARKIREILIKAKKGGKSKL
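Purified P. pyralis luciferase, 10 nM final, with Km-level 10 uM D-luciferin and 10 uM ATP in 50 mM Tris acetate pH 7.5, 10 mM Mg acetate, 0.01% Tween-20, 0.05% BSA; 6-point qHTS titration about 60 µM downward; luminescence read.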
NPC1 promoter act = qHTS Assay for NPC1 Promoter Activators; Huh7 NPC1 promoter luciferase reporter, 24 h; Potency, µM (doses to about 9.22 µM), without a hit: top-dose activation, most hits filed as activators; 2.4% of 320,000 active; AID 485313, 2010;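 note: potency is the fitted concentration of half-maximal effect; % of control where 0% means no effect; nearly all actives have a fitted effect of over 60% in size; reporter is driven by a mutant NPC1 promoter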
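In 1536-well qHTS, Huh7 cells harboring an NPC1 promoter–luciferase construct received compound for 24 h; activation was quantified by luminescence following luciferase reagent addition.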
RORg inh = qHTS for inhibitors of ROR gamma transcriptional activity; AID 2551, 2010; Potency, µM (series often up to 53.6 µM), inactives show top-dose activity change, negative = inhibition, usual class: inhibitors; Drosophila S2 Gal4-RORgamma UAS-luciferase reporter, 20 h; Nuclear receptor ROR-gamma (Mus musculus), P51450; 5.4% of 310,000 active; note: potency is the fitted concentration of half-maximal effect; % is set by controls: 0 for no effect and ±100 for the full control effect; nearly all actives have a fitted effect of over 60% in size
Target sequence (P51450 whole entry, looked up, the tested form may be a part): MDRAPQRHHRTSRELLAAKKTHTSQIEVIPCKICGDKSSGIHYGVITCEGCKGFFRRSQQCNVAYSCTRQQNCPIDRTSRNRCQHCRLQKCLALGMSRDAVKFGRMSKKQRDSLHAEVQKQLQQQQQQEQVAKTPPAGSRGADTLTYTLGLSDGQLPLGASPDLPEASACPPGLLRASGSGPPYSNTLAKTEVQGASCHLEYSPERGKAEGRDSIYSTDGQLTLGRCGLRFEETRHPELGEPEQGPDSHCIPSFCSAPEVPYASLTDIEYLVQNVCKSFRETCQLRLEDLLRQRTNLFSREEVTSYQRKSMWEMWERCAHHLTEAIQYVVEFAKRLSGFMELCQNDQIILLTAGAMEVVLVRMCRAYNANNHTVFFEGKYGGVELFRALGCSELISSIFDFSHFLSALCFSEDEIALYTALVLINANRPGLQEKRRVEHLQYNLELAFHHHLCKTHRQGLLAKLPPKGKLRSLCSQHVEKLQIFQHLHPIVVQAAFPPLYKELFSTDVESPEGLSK
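Drosophila Schneider cells stably carrying a metallothionein-driven Gal4 DBD–ROR gamma fusion and a UAS-Photinus luciferase reporter were exposed to compound for 1 hr, then induced with copper sulfate (700 uM final) for 20 hr at ambient temperature before luminescence reading.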
Tb PFK block = qHTS Assay to Find Inhibitors of T. brucei phosphofructokinase; AID 485367, 2010; Potency, µM (series often up to 57.5 µM), inactives show at the highest dose activity, negative = inhibition, actives largely listed as inhibitors; ATP-dependent 6-phosphofructokinase (Trypanosoma brucei brucei), O15648; T. brucei PFK, ADP-Glo luminescence; 0.17% of 330,000 active;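 note: potency is the fitted concentration of half-maximal effect; 0% = uninhibited 1x PFK enzyme wells and -100% = no-enzyme wells; nearly all actives have a fitted effect of over 60% in size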
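Compounds were pin-transferred as a titration series up to 57 uM into substrate buffer (0.5 mM F6P, 0.1 mM ATP, pH 8.0), then 1.25 nM PFK was added and reactions ran 45 min before ADP-Glo detection.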
ELG1 genotoxic = qHTS screen for small molecules that induce genotoxicity in human embryonic kidney (HEK293T) cells expressing luciferase-tagged ELG1; HEK293T ELG1-luciferase reporter, luminescence, 16 h; AID 504466, 2011; Potency, µM (doses to about 46 µM), inactives show at the highest dose activity change, positive = activation, most hits filed as activators; 1.3% of 330,000 active; note: potency is the fitted concentration of half-maximal effect; % of control where 0% means no effect; nearly all actives have a fitted effect of over 60% in size
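DMSO vehicle served as control against compound-treated ELG1-luciferase HEK293T cells; exposure lasted 16 hr at 37 °C and 5% CO2, followed by ONE-Glo luminescence detection after 30 min.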
ELG1 DNA repair = qHTS screen for small molecules that inhibit ELG1-dependent DNA repair in human embryonic kidney (HEK293T) cells expressing luciferase-tagged ELG1; HEK293T ELG1-luciferase reporter, luminescence, 16 h; DNA damage induced by 5-fluorouridine; Potency, µM (series often up to 46.1 µM), without a hit: at the top dose activity change, negative = inhibition, hits mostly inhibitors; 2.3% of 330,000 active; AID 504467, 2011; note: potency is the fitted concentration of half-maximal effect; % is set by controls: 0 for no effect and ±100 for the full control effect; nearly all actives have a fitted effect of over 55% in size
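5-Fluorouridine DNA damage + compound/DMSO, 2,000 cells/well, 16 h, 37 °C/5% CO2. ONE-Glo, 30 min RT, luminescence. Readout = decrease in reporter signal.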
An asterisk follows results filed as active; ? = inconclusive; . = not tested or not shown; [ ] = another dose, or the depositor's remark. Unless noted, calls come from the whole dose curve; as a rule, active = well fitted curve in the direction sought with a large enough effect; inconclusive = small, poorly fitted or top-dose-only effect, or another doubt; inactive = no such curve, though single readings can be large; an effect the other way counts as inactive or inconclusive.

SMILES	Rab9 prom act	VP16 counter	p53 reactivation	BRCA1 expr act	TRPV1 ag	FLuc modulator	NPC1 promoter act	RORg inh	Tb PFK block	ELG1 genotoxic	ELG1 DNA repair
COc1ccc(Cl)cc1NC(=O)CN(C)C1CCS(=O)(=O)C1 (centres undefined)	-2%	.	4%	-4%	0	.	1%	.	1%	1%	5%
COc1ccc(Br)cc1CN(C)C(=O)CNC(=O)c1ccc2ccccc2c1	-1%	-3%	-12%	-29%	-2	-10%	1%	11%	6%	-7%	?
COc1cccc(NC(=O)C(=O)N/N=C/c2ccc3c(c2)OCO3)c1	11%	-7%	1%	-4%	-4	?	1%	-8%	-9%	-10%	-5%
O=C(CSCc1c(F)cccc1Cl)Nc1cccnc1	-3%	15%	-1%	15%	21	1%	-3%	3%	3%	0%	-3%
C=CCNc1nc2c(c(=O)[nH]c(=O)n2C)n1CCOc1ccccc1	-1%	-4%	7%	-17%	0	-11%	7%	31%	-5%	5%	-8%
O=C1CSC(c2ccc(F)cc2)N1c1c(F)cccc1F (centres undefined)	0%	0%	13%	4%	1	4%	-2%	18%	-6%	-1%	-3%
OCCc1ccc(O)cc1	1%	.	0%	21%	3	5%	-4%	.	-11%	-10%	-1%
O=C(Nc1ccc(O)cc1)c1ccc2c(c1)C(=O)N(Cc1cccnc1)C2=O	5%	1%	?	-3%	0	0%	-2%	-18%	-3%	8%	8%
Cc1cccc(OCC(=O)NC(=S)Nc2ccccc2N2CCOCC2)c1	-11%	?	0%	-6%	2	-8%	-2%	11µM*	-3%	3%	-6%
O=C(NCCCN1CCc2ccccc2C1)Nc1ccc(Cl)cc1	-1%	15%	-8%	-23%	30	-17%	2%	25%	?	1%	9%
Cc1cccc(NC(=O)/C(=C\c2ccco2)NC(=O)c2cccs2)c1	-9%	4%	6%	-4%	0	-11%	-6%	-13%	1%	0%	-7%
Cc1nc(-c2ccc(Cl)cc2)sc1C(=O)O	?	?	?	?	-2	15µM*	?	-9%	-3%	?	?
CCn1c(C(=O)NCc2ccccn2)cc2sccc21	1%	23%	-3%	5%	-3	0%	4%	?	-5%	13%	?
O=C(Cn1ccc2ccccc2c1=O)NCC(=O)N1CCN(c2ccccc2F)CC1	-2%	2%	-7%	21%	-1	4%	-3%	36%	0%	1%	-8%
CCOC(=O)C(=CNc1ccc(C)cc1C)C(=O)OCC	-7%	-7%	2%	44%	18	15µM*	-1%	22%	2%	-2%	1%
O=C(Nc1ccccc1F)Nc1ccc([N+](=O)[O-])cc1Cl	4µM*	?	10%	80%	19	?	?	27%	6%	4%	?
CC(C)CN(CCNC(=O)CN1N=C(c2ccc(Cl)cc2)CCC1=O)CC(C)C	-9%	2%	-4%	9%	21	0%	-2%	2%	4%	-5%	-4%
Cc1noc(C)c1NC(=O)Nc1ccc2c(c1)C(=O)N([C@H](C)CO)C[C@H](C)[C@@H](CN(C)S(=O)(=O)c1cn(C)cn1)O2	.	.	-3%	3%	.	.	.	.	0%	2%	?
CCOC(=O)c1cc2c(=O)n3cccc(C)c3nc2n(CCCOC)c1=NC(=O)c1cccnc1	1%	-13%	-2%	-36%	0	12%	2%	-19%	-1%	-9%	-20%
O=C(O)CSc1nc(-c2ccccc2)c(-c2ccccc2)[nH]1	2%	-10%	1%	-7%	-1	1%	-3%	-14%	2%	0%	6%

Brought forward from above: 2 compounds, followed by the next part.
SMILES	Rab9 prom act	VP16 counter	p53 reactivation	BRCA1 expr act	TRPV1 ag	FLuc modulator	NPC1 promoter act	RORg inh	Tb PFK block	ELG1 genotoxic	ELG1 DNA repair
CCOC(=O)c1cc2c(=O)n3cccc(C)c3nc2n(CCCOC)c1=NC(=O)c1cccnc1	1%	-13%	-2%	-36%	0	12%	2%	-19%	-1%	-9%	-20%
O=C(O)CSc1nc(-c2ccccc2)c(-c2ccccc2)[nH]1	2%	-10%	1%	-7%	-1	1%	-3%	-14%	2%	0%	6%
CCCSc1nnc2n(Cc3ccccc3)c(=O)c3c4c(sc3n12)CCC4	-7%	2%	2%	.	9	6%	6%	9%	-1%	-2%	4%
O=C(CN1C(=O)C2C3C=CC(C4CC34)C2C1=O)NCc1ccco1 (centres undefined)	-3%	-20%	-5%	0%	2	1%	0%	9%	-1%	-1%	-2%
Cc1nc(SCC(=O)c2c(C)[nH]c3ccccc23)c2c(=O)n(C)c(=O)n(CC(C)C)c2n1	-3%	-8%	-24%	.	-3	0%	0%	-4%	4%	0%	-9%
N#Cc1ccccc1S(=O)(=O)N1CCN(c2cnccn2)CC1	11%	-1%	2%	-1%	1	0%	-4%	?	0%	-2%	-2%
CC(=O)c1ccc(NC(=O)c2cc3ccccc3o2)cc1	0.63µM*	-5%	9%	32%	?	?	1µM*	?	-2%	2.6µM*	?
O=C(NCc1ccc(F)cc1Cl)C1CC(=O)N(C2CCCCCCC2)C1 (centres undefined)	0%	-6%	-12%	-3%	27	5%	1%	0%	0%	-2%[9.26 µM]	-1%
CC1(C)C2CC=C(/C=N/n3cnnc3)C1C2 (centres undefined)	0%	-4%	-7%	39%	1	0%	-6%	-5%	-2%	4%	19%
COc1cc(C#Cc2c(C=O)n(C)c3ccccc23)cc(OC)c1	-2%	.	-3%	-16%	5	-23%	14%	.	0%	-6%	?
NNS(=O)(=O)c1ccc(N2CCCC2=O)c([N+](=O)[O-])c1	0%	-10%	2%	1%	-3	8%	2%	-17%	1%	4%	10%
O=C(C1CCCN(S(=O)(=O)c2ccccc2)C1)N1CCCCCC1 (centres undefined)	-6%	-5%	7%	-31%	4	0%	-3%	0%	-5%	9%	-6%
O=C(N/N=C/c1ccc(O)c(O)c1)C1c2ccccc2Oc2ccccc21	-3%	?	1%	-19%	22	0%	-4%	-37%	-2%	-7%	-1%
Cc1cc(N2CCC(C)CC2)nc(NCc2ccccc2)n1	-3%	-22%	-2%	-27%	1	4%	-8%	?	-5%	-6%	?
CCN(CC)c1ccc(/C=N/NS(=O)(=O)c2cccc([N+](=O)[O-])c2)cc1	-5%	21%	6%	-8%	-1	-1%	0%	-17%	15%	0%	2%
Cc1ccc(C(=O)CN2/C(=C(\O)c3ccccc3)C(=O)c3ccccc3S2(=O)=O)c(C)c1	1%	?	-3%	-70%	-3	-10%	-4%	13µM*	4%	-5%	-2%
CN(C)CCCN(Cc1ccccc1)C(=S)Nc1ccc(OC(F)F)cc1	1%	24%	-13%	-24%	1	4%	-3%	-40%	-12%	-2%	16%
CC1CCN(c2ccccc2NC(=O)c2ccc([N+](=O)[O-])o2)CC1	-3%	0%	0%	-8%	-4	3%	-2%	-1%	-2%	-3%	-5%
Cc1cc(=O)n2nc(N3CCCC(C(=O)NC(C)c4ccccc4)C3)sc2n1 (centres undefined)	3%	-7%	-2%	-1%	4	0%	-1%	-12%	4%	-5%	-12%
NC(=O)c1ccc(C(F)(F)F)n(Cc2cccc(Cl)c2)c1=O	0%	-9%	-7%	13%	-1	-1%	-1%	22%	12%	-5%	?
Cc1ccccc1CNC(=O)CN(c1ccccc1Cl)S(C)(=O)=O	-9%	2%	.	-5%	3	3%	4%	29%	0%	-7%	0%
Cc1n[nH]c(=O)c2c(NC(=O)CSc3nc4ccccc4c(=O)n3CCCOC(C)C)oc(C)c12	-1%	3%	3%	-28%	0	4%	1%	26%	1%	-3%	0%
COc1ccc(S(=O)(=O)N2CCOCC2)cc1NC(=O)CC1CCCC1	-1%	.	-4%	-16%	1	5%	1%	.	0%	-1%	5%
CCCNC1CCS(=O)(=O)C1 (centres undefined)	-5%	-4%	-12%	5%	-4	-3%	0%	1%	6%[0.46 µM]	1%	6%
CC1CCCCN1C(=O)Cn1cnc2c1c(=O)n(C)c(=O)n2C (centres undefined)	-2%	-2%	-6%	-9%	-2	2%	-3%	21%	9%	0%	-6%
COc1ccc(NC(C)=O)cc1NC(=O)CSc1nnc(-c2ccncc2)n1C	1%	-4%	15%	1%	1	-1%	-2%	0%	4%	-6%	11%
Cc1cc(NC(=O)CN2C(=O)NC(C)(CC(C)C)C2=O)no1 (centres undefined)	.	.	2%	-3%	.	.	.	.	5%	1%	?
